# Pf growth 96h: P. falciparum growth inhibition at 96 hour, primary screen for plastid delayed-death inhibitors. AID 504834. P. falciparum luciferase reporter growth, 96 h. 320,000 compounds, 6.9% hits. Potency, µM (highest dose often 28.7 µM), for the others: top-dose activity change, negative = inhibition, most hits filed as inhibitors; further: potency means the concentration at half of the fitted maximal effect; on the % scale 0 is the no-effect control and ±100 the full control effect
#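 Infected RBCs, 2% Hct / 0.05% parasitemia final; luciferase-reporter P. falciparum; cpd 96 h, 37 C, 5% CO2; luciferase detection reagent; luminescence.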
# Shiga inhibitor: inhibitors of Shiga toxin in Vero cells. Vero cells, Shiga toxin protein synthesis inhibition reporter. inhibition, % at 38.7 µM. 290,000 compounds, 9.2% hits. AID 2315; in the data active means inhibition mostly above about 28%, no sharp cut-off; inactive means mostly below about 43%; further: 0% is about no effect
# FBPA Giardia inh: blocks Giardia fructose-bisphosphate aldolase activity | purified Giardia FBPA | Potency, µM (series often up to 59.6 µM), for the others: at the highest dose activity, negative = inhibition, most hits filed as inhibitors | 290,000 compounds, 0.71% hits | AID 2451; further: potency means the concentration at half of the fitted maximal effect; on the % scale 0 is the no-effect control and ±100 the full control effect; nearly all actives have a fitted effect of over 55% in size
# Target sequence (A8B2U2 whole entry, looked up): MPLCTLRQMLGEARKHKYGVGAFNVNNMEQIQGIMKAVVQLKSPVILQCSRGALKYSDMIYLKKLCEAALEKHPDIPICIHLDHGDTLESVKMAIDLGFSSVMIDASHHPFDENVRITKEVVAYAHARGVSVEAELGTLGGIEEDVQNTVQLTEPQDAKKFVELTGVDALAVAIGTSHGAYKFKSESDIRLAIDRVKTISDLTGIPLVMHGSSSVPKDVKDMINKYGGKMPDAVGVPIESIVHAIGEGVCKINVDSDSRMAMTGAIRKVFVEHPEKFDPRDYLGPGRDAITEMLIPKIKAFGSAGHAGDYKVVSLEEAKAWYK
#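 Giardia FBPA (40 nM reagent) was preincubated 10 min at RT with compound (up to 57.5 uM final), then substrate plus GAPDH/TPI/NAD/arsenate coupling system with diaphorase/resazurin was added; resorufin fluorescence (525/598 nm) was read after 20 min.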
# Pf growth 48h: inhibits P. falciparum growth in the first generation, 48 h. P. falciparum luciferase growth in erythrocytes, 48 h. 310,000 compounds, 5.9% hits. Potency, µM (titrated, usually from 28.7 µM), without a hit: top-dose activity change, negative = inhibition, hits mostly inhibitors; further: potency means the concentration at half of the fitted maximal effect; on the % scale 0 is the no-effect control and ±100 the full control effect
#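 Parasite viability was followed by luminescence of a genomically integrated firefly luciferase. Cultures held 0.1% parasitemia at 2% hematocrit (final), incubated under 5% CO2 at 37 C.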
# HCV inhibitor: HCV inhibition; Potency, µM (titrated, usually from 41.8 µM), inactives show at the top dose activity change, negative = inhibition, hits mostly inhibitors; Huh7.5.1 HCVcc-Cre infection, luciferase reporter, 44 h; 340,000 compounds, 3.4% hits; AID 651820; further: potency means the concentration at half of the fitted maximal effect; on the % scale 0 is the no-effect control and ±100 the full control effect
#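 Seed cells (1,000/well) for 4 h; treat with compound and infect with HCVcc-Cre, moi about 0.5. Incubate 44 h, then detect luciferase activity.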
# Cycloheximide cs: counter-screen for Shiga toxin inhibitors: cycloheximide protein synthesis inhibition | cell reporter, cycloheximide protein synthesis inhibition counterscreen | max response, % | 300,000 compounds, 12% hits; in the data active means max response mostly above about 13%, no sharp cut-off; inactive means mostly below about 14%; further: read at 38.3 µM for the half of the compounds with a filed dose; 0% is about no effect
# Numbers without * were called inactive; u = inconclusive; x = no result given; [ ] = remark or other dose. Unless noted, the call rests on the fitted dose curve; in most records, active means well fitted curve in the direction sought with a large enough effect; inconclusive means small, poorly fitted or top-dose-only effect, or another doubt; inactive means no such curve, though single readings can be large; an effect the other way counts as inactive or inconclusive.
SMILES,Pf growth 96h,Shiga inhibitor,FBPA Giardia inh,Pf growth 48h,HCV inhibitor,Cycloheximide cs
COc1ccc(CCNC(=O)/C=C/c2ccc3ccccc3n2)cc1OC,8.28µM*,45.0,13.2%,u,u,13.6*
CC(=O)c1cccc(NC(=S)NC2CCCCC2)c1,-24.0%,6.3,-1.7%,22.4%,u,-2.6
Cc1ccc(C(=O)N2CCN(c3ccccc3)CC2)cc1S(=O)(=O)N1CCCC1,12.3%,-6.3,4.2%,u,u,-5.1
COCCCN1CC(=O)N2C(c3cccc(C)c3)c3[nH]c4ccccc4c3C[C@H]2C1=O (some centres not stated),u,-1.5,5.3%,9.28µM*,15.9%,-6.4
N#Cc1ccc2ccn(CC(=O)NCc3ccco3)c2c1,-28.8%,3.1,-7.9%,x,-17.0%,-2.7
CCOC(=O)/C(C#N)=C/c1c(N2CCN(CC)CC2)nc2c(C)cccn2c1=O,-1.2%,2.5,2.0%,-19.9%,-1.8%,8.2
Cc1ccc(NC(=O)c2ccccc2-c2ccccc2C(=O)O)cc1C,-3.2%,-5.9,u,-0.2%,8.2%,-6.3
CC1(C(=O)Nc2ccc3ccccc3c2)CC1(Br)Br (configuration not stated),28.5%,65.3*,-11.1%,8.1%,0.4%,28.9*
Cc1cc(Cl)c(OCCCN2CCCCC2)c(Br)c1,u,1.1,-22.4%,u,u,-0.5
O=C(CNS(=O)(=O)c1ccc([N+](=O)[O-])cc1)N/N=C/c1ccc(O)cc1O,-29.1%,-5.8,1.0%,u,u,-1.4
CN(CCOc1ccc(Cl)cc1)c1ccc(S(=O)(=O)N2CCCCC2)cn1,-28.7%,-5.2,0.8%,-15.7%,14.1µM*,0.6
Cc1cc(C)cc(NC(=O)CSc2nc3nc(C)cc(C)n3n2)c1,-7.1%,x,x,u,-2.2%,x

# The final three records of the section above come first, to join the parts.
SMILES,Pf growth 96h,Shiga inhibitor,FBPA Giardia inh,Pf growth 48h,HCV inhibitor,Cycloheximide cs
O=C(CNS(=O)(=O)c1ccc([N+](=O)[O-])cc1)N/N=C/c1ccc(O)cc1O,-29.1%,-5.8,1.0%,u,u,-1.4
CN(CCOc1ccc(Cl)cc1)c1ccc(S(=O)(=O)N2CCCCC2)cn1,-28.7%,-5.2,0.8%,-15.7%,14.1µM*,0.6
Cc1cc(C)cc(NC(=O)CSc2nc3nc(C)cc(C)n3n2)c1,-7.1%,x,x,u,-2.2%,x
Cc1ccc(N(C(C)C(=O)N2CCN(Cc3ccccc3)CC2)S(C)(=O)=O)cc1 (configuration not stated),u,x,9.9%,0.0%,u,3.5
CCOc1cc(C(=O)N2CCC3(CC2)OCCO3)cc(OCC)c1OCC,x,-12.0,1.8%,12.6%,10.7%,-2.4
Cc1cccc(OCCn2cnc(Cl)c2Cl)c1,23.0%,41.7,-4.4%,-9.6%,8.6%,-0.7
COc1cccc(C2(c3cccc(OC)c3)CC2C(=O)Nc2ccccc2Cl)c1 (configuration not stated),u,-6.3,u,-18.3%,u,-3.9
COCCNC(=O)[C@@H]1CSC2c3ccc(OC)c(OC)c3C(=O)N21 (some centres not stated),24.9%,12.5,11.3%,16.4%,4.6%,-2.7
O=C(NN=C1CCCC1)c1ccc(Br)cc1,171.2%[activator],-1.5,-15.2%,14.8%,15.0%,-0.8
O=C(Cn1cnc2ccccc21)OCC(=O)N1CCc2ccccc2C1,u,6.7,-18.3%,1.0%,29.0%,2.5
Cc1ccc(S(=O)(=O)CCC(=O)N2CCN(c3ccc([N+](=O)[O-])cc3)CC2)cc1,16.6%,4.7,8.2%,16.7%,12.6µM*,14.5
O=C(N1CCOCC1)C12CC3CC(C1)CC(c1ccccc1)(C3)C2,u,-5.9,10.3%,-15.3%,-3.6%,-4.1
CCOc1ccc(CCNC(=O)COC(=O)COc2ccc(Br)cc2)cc1OCC,u,-16.0,x,u,-5.7%,-0.7
O=C(CN1CCCC1=O)Nc1ccccc1,8.8%,-6.8,0.2%,x,9.2%,0.9
Cc1cc(Cl)c(C)c(S(=O)(=O)N2CCN(C(=O)C3CCCO3)CC2)c1Cl (configuration not stated),u,x,x,u,u,x
CCCCc1nc2ccccc2c(NC(=O)CN(CC)CC)c1CCC,-50.0%,-19.0,-24.8%,x,-27.5%,-2.2
CC1=C(C(=O)Nc2cc(C(=O)NCCCOC(C)C)ccc2C)SCCO1,1.5%,-7.1,9.4%,6.3%,-7.1%,-0.4
N#Cc1c(-c2ccccc2)ccnc1Oc1ccccc1,18.1%,58.6*,9.4%,42.4%[activator],9.1%,24.1*
CSc1nsc(NC(=O)OCc2ccc(Cl)cc2)n1,231.3%[activator],12.3,u,-0.9%,-5.6%,11.2
CC(C)OC(=O)CN1C(=O)C(C)(C)Oc2ccc(C(=O)NC(C)(C)C)cc21,x,8.1,-8.4%,u,-16.7%,-2.0
O=C(c1ccc2snnc2c1)N1CCCC1,u,-7.7,5.7%,7.7%,5.5%,-3.9
CN(C)c1cc[n+](CC(=O)Nc2ccc(Oc3ccccc3)cc2)cc1,u,-5.3,-3.7%,u,u,0.7
CCn1c(CNC(=O)c2cccnc2)cc2ccccc21,1.0%,-7.3,7.9%,0.0%,-15.1%,-0.7
Brc1ccc2oc(-c3ccn[nH]3)cc2c1,108.3%[activator],119.5*,-4.2%,335.1%[activator],-10.8%,70.1*
Cc1ccc(Nc2c(-c3ccccn3)nc3ccc(C)cn23)cc1,150.7%[activator],-18.8,-3.5%,u,u,7.1
CN(C)c1nc(N(C)C)nc(N2CCCCC2)n1,20.9%,-8.9,3.3%,18.5%,-22.5%,-2.6
O=C(Nc1ccc(OC(F)(F)F)cc1)c1ccc2nccnc2c1,17.9%,79.4*,-17.6%,20.0%[5.75 µM],u,27.2*

# Reprinted at random: 4 compounds from above
SMILES,Pf growth 96h,Shiga inhibitor,FBPA Giardia inh,Pf growth 48h,HCV inhibitor,Cycloheximide cs
CN(C)c1cc[n+](CC(=O)Nc2ccc(Oc3ccccc3)cc2)cc1,u,-5.3,-3.7%,u,u,0.7
O=C(Nc1ccc(OC(F)(F)F)cc1)c1ccc2nccnc2c1,17.9%,79.4*,-17.6%,20.0%[5.75 µM],u,27.2*
CN(C)c1nc(N(C)C)nc(N2CCCCC2)n1,20.9%,-8.9,3.3%,18.5%,-22.5%,-2.6
Brc1ccc2oc(-c3ccn[nH]3)cc2c1,108.3%[activator],119.5*,-4.2%,335.1%[activator],-10.8%,70.1*

# Remaining list, next part:
SMILES,Pf growth 96h,Shiga inhibitor,FBPA Giardia inh,Pf growth 48h,HCV inhibitor,Cycloheximide cs
COc1ccc(CNC(=O)c2ccc3c(c2)N(C)C(=O)CS3=O)cc1 (configuration not stated),15.5%,-5.3,2.0%,x,-15.1%,-3.6
O=C1C2CCCCC2C(=O)N1Cc1ccccc1 (configuration not stated),15.0%,-6.5,-0.5%,-1.8%,7.8%,-3.6
CCc1ccc(-c2csc(NC(=O)C3=COCCO3)n2)cc1,305.8%[activator],x,x,223.2%[activator],u,x
O=C(COC(=O)COc1cccc(C(F)(F)F)c1)Nc1ccc(N2CCOCC2)cc1,29.0%,x,x,27.4%,10.2%,x
C=CCNC(=S)/C(=C(/[O-])c1ccccc1Br)[n+]1ccccc1,0.1%,-5.2,u,-13.6%,5.5%,-1.7
O=C(NCCCO)/C(=C\C=C\c1ccccc1)NC(=O)c1ccccc1Cl,18.7%,-8.7,0.1%,5.1%,-3.4%,-0.6
COc1ccc(OC(=O)COc2ccc(C)cc2)cc1,25.4%,-8.7,-4.0%,8.1%,3.5%,-5.9
Cc1ccc(Nc2nc(N/N=C\c3ccc4c(c3)OCO4)nc(N3CCOCC3)n2)cc1,u,-3.2,-1.4%,10.4µM*,11.2µM*,3.9
COc1cccc(-c2csc(N3CCN(CC(=O)NNC(=O)c4ccco4)CC3)n2)c1,-0.7%,6.1,-1.3%,6.4%,u,1.9
CC(C)CNC(=S)N1CCC(NC(=O)c2ccco2)CC1,11.7µM*,6.0,1.2%,-3.2%,14.6%,-1.4
COc1cccc(/C=N\NC(=O)C2=NNC(=O)C2C)c1O (configuration not stated),4.15µM*,66.4*,-29.9%,u,15.1%,32.5*
C/C(CCc1oc2ccccc2c1-c1ccc(C)o1)=N/O,18.8%,-7.8,4.1%,7.2%,7.94µM*,15.2
COc1cccc(NC(=O)CSc2nc3ccccc3c(=O)n2CCCC(=O)N2CCCC2)c1,8.8%,2.0,0.1%,u,-0.1%,-3.5
CCc1cc(=O)oc2c3c(cc(OCC(=O)NCCCn4ccnc4)c12)OC(C)(C)CC3,u,-5.7,-5.8%,u,u,-1.4
Cc1c(C(N)=O)cc([N+](=O)[O-])cc1[N+](=O)[O-],-7.8%,x,1.0%,-1.9%,13.8%,x
CCC1NC(=O)c2cc(S(N)(=O)=O)c(Cl)cc2N1 (configuration not stated),-12.6%,x,x,1.2%,13.1%,x
Cc1ccc(C(=O)N2CCCC(N(C)Cc3ccccc3)C2)s1 (configuration not stated),-16.8%,-5.3,x,-2.6%,10.0%,-2.2
Cc1c(C(=O)Nc2cccc(S(=O)(=O)N3CCCC3)c2)oc2ccccc12,21.1%,-6.2,-0.4%,u,-20.2%,1.5
CCOC(=O)c1sc(NC(=O)CSc2nc3ccccc3s2)c(C(=O)OCC)c1C,37.2%[activator],-0.6,1.8%,11.6%,-6.7%,1.3
CC(C)C(C)(C#N)NC(=O)CSc1nc2scc(-c3ccccc3)c2c(=O)[nH]1 (configuration not stated),-17.6%,24.6,-0.3%,-0.3%,u,-4.1
Cc1ccc(C)n1CCN1CCN(C(=O)CC#N)CC1,7.2%,4.5,-27.0%,4.8%,16.5%,7.8
CC(=O)NCc1ccc(-c2csc(N)n2)s1,-1.2%,18.5,-9.1%,15.6%,16.8%,8.4
COc1cccc(C2CC(c3ccccc3)n3ncnc3N2)c1 (configuration not stated),u,-5.0,-2.7%,x,12.3%,-10.6
COc1ccc(CCNc2ncnc3sc(C)cc23)cc1OC,59.9%[activator],-1.1,u,5.22µM*,2.24µM*,0.8
COc1ccc(OC)c(C(=O)CSc2nnnn2C)c1,30.9%[activator],17.7,-5.8%,7.2%,-1.5%,4.1
Cc1ccc(N2C(=O)/C(=C/c3ccc(CN(CCC#N)S(C)(=O)=O)o3)C(=O)NC2=S)cc1C,54.2%[activator],15.2,u,32.8%[activator],x,-3.2
Cn1nc(C(=O)NCc2cccc(F)c2)cc1C(=O)NCc1cccc(F)c1,-18.1%,x,x,u,-24.8%,x
CN1CCN(C(=O)c2ccccc2NC(=O)c2ccc(C(C)(C)C)cc2)CC1,u,9.7,x,-9.9%,19.3%,14.3
COC(=O)c1ccc(OCC2NCCc3cc(OC)c(OC)cc32)cc1 (configuration not stated),18.5%,-12.3,4.3%,4.7%,0.2%,-0.9
Cc1cc(OCC(F)(F)C(F)(F)C(F)(F)C(F)F)nc(N)n1,48.4%[activator],77.8*,x,u,6.7%,46.4*

# Among those listed so far, these have an NH in an aromatic ring.
SMILES,Pf growth 96h,Shiga inhibitor,FBPA Giardia inh,Pf growth 48h,HCV inhibitor,Cycloheximide cs
COCCCN1CC(=O)N2C(c3cccc(C)c3)c3[nH]c4ccccc4c3C[C@H]2C1=O (some centres not stated),u,-1.5,5.3%,9.28µM*,15.9%,-6.4
Brc1ccc2oc(-c3ccn[nH]3)cc2c1,108.3%[activator],119.5*,-4.2%,335.1%[activator],-10.8%,70.1*
CC(C)C(C)(C#N)NC(=O)CSc1nc2scc(-c3ccccc3)c2c(=O)[nH]1 (configuration not stated),-17.6%,24.6,-0.3%,-0.3%,u,-4.1
